Compound activity from PubChem.
VEEV TC-83 Vero: inhibitors of VEEV TC-83 cytopathic effect, confirmation, Vero cells (AID 588727) | Vero cells, VEEV TC-83 cytopathic effect inhibition; higher % means a stronger effect | one-dose inhibition, % at 20 µM; IC50 in µM for titrated hits | 0.13% of 350,000 active; in the data active means a potency from the dose series; inconclusive means inhibition mostly from about 14% at the one dose, without a potency; inactive means the rest, 99 in 100 with inhibition below about 12%; further: strong numbers were not always called active
H1N1 NS1A inhibition: NS1A inhibition, H1N1 influenza, cell based functional assay (AID 504329); one-dose inhibition, % at 12.5 µM; IC50 in µM for titrated hits; NS1A functional cell-based assay, percent inhibition; higher % means a stronger effect; 0.3% of 340,000 active; in the data active means a potency from the dose series; inconclusive means inhibition above about 27% without an active follow-up result; further: strong numbers were not always called active
Salmonella PhoP GFP: Inhibition of PhoP regulon, Salmonella typhi GFP reporter cells, confirmation, 4 h (AID 1850). Salmonella Typhi PhoP-promoter GFP reporter, fluorescence, 4 h; higher % means a stronger effect. one-dose inhibition, % at 50 µM; IC50 in µM for titrated hits. 0.33% of 310,000 active; in the data active means a potency from the dose series; inconclusive means inhibition mostly from about 25% at the one dose, without a potency; inactive means the rest, 99 in 100 with inhibition below about 19%;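 further: 0% = induced wells with vehicle and 100% = uninduced wells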
M. tuberculosis HTS: M. tuberculosis growth inhibition, HTS (AID 449762); M. tuberculosis H37Rv growth inhibition, 7H9 media; higher % means a stronger effect; inhibition, % at 25 µM; hits with a dose series show IC50 in µM; 0.59% of 330,000 active; in the data active means a potency from the dose series; inconclusive means inhibition above about 70% without an active follow-up result;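 further: bacterial growth assessed after seven days of incubation; strong numbers were not always called active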
tuberculosis growth: growth inhibition of non-replicating M. tuberculosis (AID 488890) | Mycobacterium tuberculosis non-replicating, growth inhibition; higher % means a stronger effect | 0.39% of 320,000 active | inhibition, % at 25 µM; hits with a dose series show IC50 in µM; in the data active means a potency from the dose series; inconclusive means inhibition mostly from about 82% at the one dose, without a potency; inactive means the rest, 99 in 100 with inhibition below about 76%;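 further: plate controls were DMSO cells for no effect and high antibiotic wells for full effect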
VEEV TC-83 Vero 10K pilot screen: second read-out of VEEV TC-83 Vero, no call of its own (marks repeat the call); inhibition, %; measured here: 10K pilot screen inhibition
An asterisk follows results filed as active; i = inactive; u = inconclusive; x = no result given.

SMILES	VEEV TC-83 Vero	H1N1 NS1A inhibition	Salmonella PhoP GFP	M. tuberculosis HTS	tuberculosis growth	others
Cc1nc2ccc(OC(=O)c3ccccc3)cc2s1	0.4%	-7%	-5%	66µM*	i
CCOC(=O)c1c(-c2ccccc2)n(C)c2ccc(O)cc12	0.7%	2%	-3%	3%	-4%
CCOC(=O)N1CCN(C(=O)c2cccc(N3C(=O)NC4CC3(C)Oc3ccccc34)c2)CC1 (stereo unspecified)	u	-5%	6%	4%	-2%
CCN(CC(=O)Nc1c(F)cccc1F)C(=O)/C=C/c1ccc2ccccc2n1	0.6%	13%	2%	-2%	-17%
CCCCn1c(O)c(/C(CC)=N/N2CCCCC2c2cccnc2)c(=O)[nH]c1=S (stereo unspecified)	3.0%	29%	-13%	-7%	44%
COc1ccc(Nc2nc3ccc(OC)cc3s2)cc1	1.3%	14%	6%	1%	36%
COc1ccc(C(=O)NCc2ccc3c(c2)OCO3)cc1S(=O)(=O)NCc1ccc(Cl)cc1	i	14%	-5%	-15%	2%
O=[N+]([O-])c1ccccc1S(=O)(=O)N1CCc2ccccc2C1	1.6%	4%	-4%	-6%	18%
CCOc1ccc(Br)cc1S(=O)(=O)NCC(c1ccc(OC)cc1)N1CCOCC1 (stereo unspecified)	6.1%	-5%	x	x	x
FC(F)(F)c1cccc(-n2c(Cn3nnc4ccccc43)n[nH]c2=S)c1	1.7%	x	4%	-8%	-11%
CCOC(=O)COc1c(C(=O)OC)sc2ncccc12	0.2%	-9%	7%	9%	34%
Cc1ccc(C)c(-n2c(Cc3cc(=O)[nH]c(=O)[nH]3)nnc2SC(C)C)c1	0.5%	0%	-12%	1%	7%
S=c1nc(C23CC4CC(CC(C4)C2)C3)[nH][nH]1	6.5%	-13%	-1%	0%	8%
O=C1CN(C(=O)C2CC2)c2ccccc2N1	1.8%	10%	18%	6%	-8%
Cc1ccc(NC(=O)CC(C)CC(=O)NCc2ccccc2)cc1Cl (stereo unspecified)	0.1%	-3%	-10%	45%	16%

Among those listed so far, 2 contain fluorine.
SMILES	VEEV TC-83 Vero	H1N1 NS1A inhibition	Salmonella PhoP GFP	M. tuberculosis HTS	tuberculosis growth	others
CCN(CC(=O)Nc1c(F)cccc1F)C(=O)/C=C/c1ccc2ccccc2n1	0.6%	13%	2%	-2%	-17%
FC(F)(F)c1cccc(-n2c(Cn3nnc4ccccc43)n[nH]c2=S)c1	1.7%	x	4%	-8%	-11%

Back to the main list, starting two compounds before the break.
SMILES	VEEV TC-83 Vero	H1N1 NS1A inhibition	Salmonella PhoP GFP	M. tuberculosis HTS	tuberculosis growth	others
O=C1CN(C(=O)C2CC2)c2ccccc2N1	1.8%	10%	18%	6%	-8%
Cc1ccc(NC(=O)CC(C)CC(=O)NCc2ccccc2)cc1Cl (stereo unspecified)	0.1%	-3%	-10%	45%	16%
C/C(=N\O)C(C)/[N+]([O-])=C/c1nc(C)c(C)n1O (stereo unspecified)	0.1%	-3%	-10%	-6%	2%
CC(=O)Nc1ccc(CN(C)CC2CCCN(CCc3cccc(C(F)(F)F)c3)C2)cc1 (stereo unspecified)	3.4%	8%	-1%	-9%	21%
CCC(=O)N(Cc1cc2c(C)ccc(C)c2[nH]c1=O)C1CCCCC1	11%	3%	-5%	-8%	14%
CN(CC(=O)Nc1ccc2c(c1)OCCO2)CC(=O)Nc1ccc(F)c(F)c1F	i	12%	x	-9%	-3%
CC(C)(C)c1ccccc1NC(=O)COC(=O)CN1C(=O)NC2(CCCC2)C1=O	0.5%	-5%	5%	2%	0%
CCC(=O)Nc1ccccc1C(=O)OCC(=O)c1ccccc1	0.3%	-6%	22%	10%	u
CSc1ccc(C#N)cc1NC(=O)c1ccccc1	0.9%	-5%	9%	1%	-2%
Cc1ccc(C)c(N2CCN(S(=O)(=O)c3ccc4c(c3)NC(=O)CC(=O)N4)CC2)c1	1.9%	7%	1%	-7%	36%
Cc1c(-c2cc[n+]([O-])cc2)oc2ccc(Br)cc2c1=O	x	x	0%	3%	8%
O=C(NCc1ccccc1)c1ccc(N2CCC3(CC2)CC(c2ccccc2)=NO3)c([N+](=O)[O-])c1	2.3%	3%	-21%	10%	20%
CC1=NNC(=O)/C1=C\c1cn(-c2ccccc2)nc1-c1ccc(Cl)cc1	i	24%	4%	29µM*	u
COc1cc(NC(=O)c2cc([N+](=O)[O-])ccc2NC(=O)CNCc2ccccn2)cc(OC)c1	11%	-2%	8%	4%	2%
CCCCc1ccc(S(=O)(=O)N2CCC3(CC2)OCCO3)cc1	0.5%	-2%	-11%	-12%	25%
O=C1NC(=NCc2ccccc2)S/C1=C\c1ccccc1	0.5%	24%	2%	1%	-9%
CC(C)[C@H](NC(=O)c1ccccc1Cl)C(=O)OCC(=O)NC(=O)NC1CCCC1	0.0%	-6%	-3%	3%	2%
N#Cc1cnn2c(N)c(-c3ccc(Cl)cc3)cnc12	1.6%	0%	4%	-6%	x	VEEV TC-83 Vero 10K pilot screen=0.6
CC(=O)Nc1ccc(S(=O)(=O)NC(CC(=O)NCCC2=CCCCC2)C(C)C)cc1 (stereo unspecified)	1.2%	1%	3%	-3%	24%
COc1ccc(CNCc2c(F)cccc2F)cc1OC	0.5%	0%	-6%	-2%	-5%
O=C1NC2(CCCCCC2)C(=O)N1CCS(=O)(=O)Oc1ccccc1	1.2%	6%	-2%	-10%	0%
COc1cc(NC(=O)CN2CCN(c3ccccc3F)CC2)c(C)cc1[N+](=O)[O-]	0.2%	-10%	-5%	3%	-1%
CCOC(=O)c1ccccc1NC(=O)COC(=O)CCC(=O)c1ccccc1	1.7%	-7%	-12%	-4%	-3%
COc1ccc(CCNC(C)C(=O)Nc2ccc(S(N)(=O)=O)cc2)cc1 (stereo unspecified)	i	-1%	-1%	1%	23%
COC(=O)c1ccc(C(=O)OC)c(NC(=S)N2CCN(C(=O)C3CCCO3)CC2)c1 (stereo unspecified)	2.0%	8%	-2%	-5%	9%
COC(=O)c1c(C)nn(-c2ccc(F)c(Cl)c2)c1-c1cc(C)on1	i	-2%	1%	4%	8%
O=C(N/N=C/c1ccccc1Br)c1ccc(CSc2cccc3cccnc23)cc1	0.6%	-22%	8%	-14%	7%
Cc1cc(C)n(-c2ccc(C(=O)Nc3cc(S(=O)(=O)N(C)C)ccc3Cl)cc2)n1	5.5%	1%	-2%	1%	-7%
CCCCNC(=O)CCCCCn1c(=O)[nH]c2cc(C(=O)OC)ccc2c1=O	i	-10%	2%	-8%	-4%
Cc1c(C(=O)Nc2ccc(Br)cc2)cnn1C	1.3%	-5%	0%	0%	-7%	VEEV TC-83 Vero 10K pilot screen=0.7
COc1ccc(CN2C(=O)c3cccnc3C2=O)cc1S(=O)(=O)NC1CCCCC1	2.8%	5%	-3%	-8%	3%
COc1ccc(-n2c(CNCCc3ccc(C)cc3)nc3ccccc3c2=O)cc1	8.3%	-10%	4%	15%	38%

Ordered by molecular weight (lowest first): part of the list above
SMILES	VEEV TC-83 Vero	H1N1 NS1A inhibition	Salmonella PhoP GFP	M. tuberculosis HTS	tuberculosis growth	others
N#Cc1cnn2c(N)c(-c3ccc(Cl)cc3)cnc12	1.6%	0%	4%	-6%	x	VEEV TC-83 Vero 10K pilot screen=0.6
Cc1cc(C)n(-c2ccc(C(=O)Nc3cc(S(=O)(=O)N(C)C)ccc3Cl)cc2)n1	5.5%	1%	-2%	1%	-7%
COC(=O)c1ccc(C(=O)OC)c(NC(=S)N2CCN(C(=O)C3CCCO3)CC2)c1 (stereo unspecified)	2.0%	8%	-2%	-5%	9%

Continued.
SMILES	VEEV TC-83 Vero	H1N1 NS1A inhibition	Salmonella PhoP GFP	M. tuberculosis HTS	tuberculosis growth	others
CN(C(=O)CC(NC(=O)c1ccccc1Cl)c1ccccc1)c1ccccc1 (stereo unspecified)	2.5%	-4%	-6%	-12%	1%
CNC(=S)N1CCN(CCNC2=CC(=O)CC(C)(C)C2)CC1	0.9%	1%	3%	4%	8%
COC(=O)C1C(O)CC2CCC1N2C (stereo unspecified)	0.4%	-18%	x	-1%	-6%
CC(C)(C)C(=O)CSc1nnc(-c2cccs2)n1CC1CCCO1 (stereo unspecified)	0.1%	-4%	-5%	2%	16%
CC1(C)c2[nH]c3ccccc3c2C[C@@H]2C(=O)N(Cc3ccco3)C(=O)N21	0.7%	-2%	3%	6%	24%	VEEV TC-83 Vero 10K pilot screen=5.9
CCCc1nc(-c2cc3ccc(C)cc3[nH]c2=O)no1	2.5%	0%	-2%	-8%	3%
Cc1cccc(N2C(=O)CC(Sc3nc(C)c4c(n3)CCCC4)C2=O)c1 (stereo unspecified)	3.8%	-26%	-17%	-6%	21%
NNC(=O)c1ccc2[nH]c3c(c2c1)CCCC3	2.3%	-8%	-3%	2%	-1%
COC(=O)CSCC(=O)Nc1nnc(-c2cccc(C)c2)s1	0.1%	3%	0%	u	-4%	VEEV TC-83 Vero 10K pilot screen=1.2
CC(=O)OCCCN1C(=O)c2cccc3cc(Br)cc(c23)C1=O	x	x	-9%	6%	34%
CC1=C(C#N)C(Nc2ccc(Cl)cn2)(C(F)(F)F)C(=O)N1 (stereo unspecified)	i	-20%	-10%	-7%	-1%
CCN1C(=O)NC(c2ccc(Cl)cc2)C2=C1CCCC2=O (stereo unspecified)	i	-1%	-16%	-13%	-9%
CN(/N=C\c1ccc(O)c(O)c1)c1nc(-c2ccccc2)cc(-c2ccccc2)n1	u	0%	-6%	8%	-5%
Cc1ccc(NC(=O)c2cc3ccccc3o2)nc1	6.7%	-6%	11%	-3%	u
Cc1cccc(-n2c(C)cc(C)c(C#N)c2=O)c1	0.3%	5%	-9%	-7%	-23%
CCC(=O)c1ccc(N2CCN(C(=O)c3ccc(F)cc3)CC2)c(F)c1	i	-3%	3%	6%	26%
CSc1ncc2c(=O)[nH]c(-c3ccccc3)nc2n1	1.7%	-10%	-6%	-2%	1%
Nc1nc(N2CCOCC2)n[nH]1	0.6%	6%	x	x	x
CC1(C)CC(=O)C2=C(C1)N=C1SCCC(=O)N1C2c1ccc(C(F)(F)F)cc1 (stereo unspecified)	i	-2%	3%	-3%	10%
Cc1ccccc1C(=O)Nc1ccc(C(=O)N/N=C/c2ccncc2)cc1	1.0%	2%	-1%	2%	24%
CSCCC(NS(=O)(=O)c1ccc(C)cc1)C(=O)N1CCCCCCC1 (stereo unspecified)	2.0%	-1%	x	-3%	19%
Cc1[nH]n(-c2ccccc2)c(=O)c1N=Nc1ccc2c(c1)OCCO2	3.6%	41µM*	2%	4%	12%
Cc1ccc(-c2noc(=O)n2CC(=O)Nc2ccc(S(=O)(=O)NC3CC3)cc2)cc1	5.6%	7%	-6%	-2%	11%
O=C(CN(C1CCCCC1)S(=O)(=O)c1ccc(F)cc1)NCCCO	0.0%	-8%	-7%	4%	0%
COC(=O)[C@H](Cc1c[nH]c2ccccc12)NC(=O)NCc1ccc(OC)c(OC)c1	0.2%	4%	-10%	-6%	-12%
O=C(c1coc2ccc(O)cc12)C1CC1	2.8%	14%	3%	u	66%
CCOc1ccc(CCNS(=O)(=O)c2ccc(-c3ccc(=O)[nH]n3)o2)cc1OCC	0.9%	-9%	-2%	-5%	-10%
CC(=O)Nc1nc2ccc(S(=O)(=O)N3CCCCC3)cc2s1	6.9%	21%	-8%	-9%	-4%
CN(C)c1ccc(/C=N/NC(=O)CSc2ccccn2)cc1	1.1%	-11%	3%	3%	-4%
Cc1cc(C)nc(SCc2nnc(SCC(=O)N3CCCc4ccccc43)o2)n1	0.4%	6%	-6%	-3%	12%
O=C(CN(C(=O)Cn1nnc(-c2ccc(F)cc2)n1)c1ccc(F)c(Cl)c1)NCC1CCCO1 (stereo unspecified)	0.6%	-6%	-5%	-3%	-1%
CN(Cc1ccccc1)c1nnc(N)s1	0.7%	-3%	-15%	4%	-24%
CCC1CCCCN1P(=O)(c1ccc(C)o1)C(C)(C)C (stereo unspecified)	i	-2%	13%	6%	8%
Cc1ccccc1-c1nc(CN2CCC(C(=O)NCC3CCCO3)CC2)c(C)o1 (stereo unspecified)	0.8%	2%	-16%	9%	26%
Fc1ccc2[nH]c3c(N4CCN(C5CCCCC5)CC4)ncnc3c2c1	x	x	2%	11%	68%
COc1ccc(S(=O)(=O)N2CCOC2CNC(=O)C(=O)NCc2ccco2)cc1 (stereo unspecified)	i	10%	1%	0%	5%
CCOc1ccc(CCNC(=O)C2CCCN(c3nnc(-n4cccc4)s3)C2)cc1OCC (stereo unspecified)	7.5%	-4%	1%	-6%	12%
O=C(CSc1ccc(Br)cc1)Nc1ccccc1N1CCOCC1	5.2%	-6%	2%	2%	20%
Cc1csc(NC(=O)CCN2C(=O)c3ccccc3S2(=O)=O)n1	2.6%	-9%	-9%	-2%	-14%
COc1ccc([N+](=O)[O-])cc1NC(=O)Nc1cccc(Cl)c1	1.4%	-2%	3%	1%	7%

No enrichment for hits; 1.5% or so of the library scored in one or more.
